# V-ATPase pH – regulators of yeast V-ATPase proton transport; response, % at 10 µM; AID 504577; S. cerevisiae, pHLuorin cytosolic pH fluorescence; 350,000 tested, 0.37% active; in the data active = response mostly above about 7.3%, no sharp cut-off; inactive = mostly below about 5.4%; note: actives read high; inactives centre near 0; some compounds called inactive have numbers as strong as hits; reference of the scale not given here
# dFosB act – enhances mouse delta FosB homodimer DNA binding | P13346 | purified delta FosB, TAMRA-CDK5 oligo fluorescence polarization; percent of positive-control signal above neutral wells | activation, % at 25 µM | 340,000 tested, 0.99% active | AID 493131;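 active = mean activation above about 17%, with every replicate also reaching it, limit read from the data, passing the limit was not always enough; inconclusive = only one of the two conditions met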;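 note: fluorescence polarization rise as delta FosB binds a TAMRA Cdk5 AP-1 oligo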
# Target sequence (P13346 whole entry, looked up): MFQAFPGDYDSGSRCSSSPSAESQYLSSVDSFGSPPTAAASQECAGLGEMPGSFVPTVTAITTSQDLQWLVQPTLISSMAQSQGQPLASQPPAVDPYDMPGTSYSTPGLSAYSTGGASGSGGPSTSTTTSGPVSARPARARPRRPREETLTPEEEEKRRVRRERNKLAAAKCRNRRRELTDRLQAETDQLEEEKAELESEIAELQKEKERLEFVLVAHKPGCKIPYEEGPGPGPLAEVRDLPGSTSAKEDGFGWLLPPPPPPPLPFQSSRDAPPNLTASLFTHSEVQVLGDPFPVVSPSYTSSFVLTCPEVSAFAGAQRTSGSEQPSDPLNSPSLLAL
# HTR5A ag – HTR5A agonism, opioid heterodimer counter-screen | activation, % at 9.3 µM | 340,000 tested, 0.61% active | HTR5A agonist assay, luminescence, cell-based | P47898; in the data active = activation mostly above about 9.5%, no sharp cut-off; inactive = mostly below about 7.6%;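 note: 0% = cells with vehicle only and 100% = reference agonist; strong numbers were not always called active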
# NSD2 HMT inh – inhibitors of human histone methyltransferase NSD2 | NSD2 peptide methylation, AlphaScreen, 120 min | inhibition, % at 12.5 µM | 310,000 tested, 0.54% active | AID 743445; in the data active = inhibition above about 50%
# PvdQ inh – blocks Pseudomonas aeruginosa PvdQ acylase activity. purified PvdQ acylase, fluorescence plate reader. 340,000 tested, 0.063% active. inhibition, % at 10 µM. AID 488965; in the data active = inhibition above about 30%, passing the limit was not always enough; inconclusive = no clear call, values can overlap the other calls;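 note: 0% = vehicle neutral wells and 100% = reference inhibitor wells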
# Wnt act – Wnt/beta-catenin pathway activation; Wnt/beta-catenin reporter cell assay, activator, plate reader; 300,000 tested, 1.2% active; activation, % at 9.35 µM; AID 743398; in the data active = activation above about 30%, passing the limit was not always enough; inconclusive = no clear call, values can overlap the other calls;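 note: 0% = neutral control wells and 100% = positive control wells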
# HTR5A inv ag – HTR5A inverse agonism, opioid heterodimer counter-screen; HTR5A cell line, luminescence; P47898; inhibition, % at 9.3 µM; 340,000 tested, 0.083% active; AID 504634; in the data active = inhibition mostly above about 23%, no sharp cut-off; inactive = mostly below about 18%;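 note: 0% = cells with DMSO and 100% = no-cell wells with DMSO; some compounds called inactive have numbers as strong as hits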
# SR-BI DiI inh – inhibitors of mouse SR-BI mediated HDL lipid uptake | Q61009 | ldlA[mSR-BI] CHO cells, DiI-HDL uptake fluorescence, 3 h | inhibition, % at 12.5 µM | 320,000 tested, 0.96% active;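 active = mean replicate inhibition of at least 70% and a set share of replicates each scoring 70 or more; inconclusive = meets just one of the two criteria; inactive = fails both criteria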;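 note: 0% = median of neutral control wells and 100% = median of positive control wells; values of inactives mirror those of a sister screen read the other way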
# Target sequence (Q61009 whole entry, looked up): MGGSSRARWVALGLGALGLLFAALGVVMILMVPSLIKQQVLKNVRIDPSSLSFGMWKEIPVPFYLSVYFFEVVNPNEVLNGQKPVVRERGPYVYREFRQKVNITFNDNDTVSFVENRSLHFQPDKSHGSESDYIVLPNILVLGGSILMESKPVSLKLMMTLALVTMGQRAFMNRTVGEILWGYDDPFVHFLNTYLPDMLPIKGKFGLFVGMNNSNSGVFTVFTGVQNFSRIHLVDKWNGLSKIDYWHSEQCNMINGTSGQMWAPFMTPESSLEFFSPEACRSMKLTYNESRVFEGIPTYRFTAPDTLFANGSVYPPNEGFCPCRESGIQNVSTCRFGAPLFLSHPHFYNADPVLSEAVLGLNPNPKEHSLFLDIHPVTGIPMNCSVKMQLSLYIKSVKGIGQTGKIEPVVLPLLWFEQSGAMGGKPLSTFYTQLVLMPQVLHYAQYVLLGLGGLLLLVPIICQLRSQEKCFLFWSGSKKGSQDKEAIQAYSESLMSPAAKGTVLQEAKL
# CDK5 p35 inh – inhibitors of human CDK5/p35 kinase. inhibition, % at 10 µM. Recombinant CDK5/p35, ADP-Glo luminescence, 60 min. Q00535+Q15078. AID 488839. 330,000 tested, 0.01% active;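 active = highest replicate inhibition of at least 50% and at least 75% of replicates reaching 50%; inconclusive = only one of the two criteria met; inactive = both criteria failed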;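 note: plate controls were DMSO neutral control for no effect and GW8510 at 10 µM for full effect; many of its hits are not listed in these tables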
# MITF TRPM1 HTS – activators of MITF-driven TRPM1 promoter activity in SK-MEL-5 cells; SK-MEL-5 TRPM1-promoter luciferase, 24 h; % of positive control, neutral wells = 0; activation, % at 12.5 µM; 300,000 tested, 0.75% active; AID 588334;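 active = mean activation of at least 80% with every replicate also reaching 80%; inconclusive = mean reaches 80% but some replicate falls short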;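 note: 0% = neutral control wells and 100% = parthenolide positive control wells; values of inactives mirror those of a sister screen read the other way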
# An asterisk follows results filed as active; ? = inconclusive; nt = not tested or not shown; & = joins results of further samples.
# A first look (2 entries):
SMILES,V-ATPase pH,dFosB act,HTR5A ag,NSD2 HMT inh,PvdQ inh,Wnt act,HTR5A inv ag,SR-BI DiI inh,CDK5 p35 inh,MITF TRPM1 HTS
O=C(CC12CC3CC(C1)CC(CC(=O)N1CCCC1)(C3)C2)N1CCCC1,1,-7,4,3,-7,0,-1,-13,-1.1,-13
O=C(Nc1ccc(Cl)cc1)NC1CCS(=O)(=O)C1 (centres undefined),5,-4,1,-2,-12,nt,6,-28,-0.7,nt

# The list itself, from the start:
SMILES,V-ATPase pH,dFosB act,HTR5A ag,NSD2 HMT inh,PvdQ inh,Wnt act,HTR5A inv ag,SR-BI DiI inh,CDK5 p35 inh,MITF TRPM1 HTS
O=C(CC12CC3CC(C1)CC(CC(=O)N1CCCC1)(C3)C2)N1CCCC1,1,-7,4,3,-7,0,-1,-13,-1.1,-13
O=C(Nc1ccc(Cl)cc1)NC1CCS(=O)(=O)C1 (centres undefined),5,-4,1,-2,-12,nt,6,-28,-0.7,nt
CCN(CC(=O)Nc1ccc(NC(C)=O)cc1)C(=O)c1cccc2ccccc12,1,-11,4,1,-11,-1,-12,-12,-0.9,-9
O=C(CSC1CC(=O)N(CCc2ccccc2)C1=O)Nc1ccc(Br)cc1 (centres undefined),5,-7,-2,-1,0,nt,-16,4,-0.5,-9
COc1ccc(C(=O)Nc2cccc(/C(C)=N/NC(=O)c3ccc([N+](=O)[O-])cc3)c2)cc1OC,-4,-6,0,12,12,nt,-17,71*,-1.2,28
Nc1c(C(=O)Nc2ccccc2)c2nc3ccccc3nc2n1-c1ccc(O)cc1,-8,-12,6,-3,7,16,-18,16,1.5,-7
COC(=O)c1c(C(=O)OC)c(-c2cccc(Cl)c2)n2c1CS(=O)C2 (centres undefined),0,-1,0,2,-9,3,1,-11,0.0,-4
COc1ccc(NC(=O)CSCc2ccc(C#N)cc2)c(OC)c1,-1,-10,-2,-2,-8,0,7,-33,2.2,-10
Cc1ccc(C)c(C(=O)CC2(O)C(=O)Nc3ccccc32)c1 (centres undefined),14,-7,4,-3,-5,nt,-11,-1,1.3,6
Fc1ccc(C(c2nnnn2Cc2ccco2)N2CCN(C3CCCCC3)CC2)cc1 (centres undefined),-3,-5,-2,5,-24,nt,8,5,0.1,7
COc1ccc(-c2nc3cc(C)ccn3c2NC2CCCCC2)cc1SC1CCCCC1,8,-3,7,-3,-10,-12&-2,-3,23,-0.6,8
O=C(Nc1ccc(OCC(F)(F)C(F)F)c(C(F)(F)F)c1)c1ccc(Cl)cc1,3,9,8,-1,-8,nt,11,46,0.3,-66
COc1cccc(-c2noc(C3CCCN(C(=O)CC(C)(C)C)C3)n2)c1 (centres undefined),-1,-5,2,-2,-6,2,-7,10,0.7,18
CCCCc1nc2sc3c(c2c(=O)n1NC(=O)c1ccco1)CC(C)(C)OC3,0,4,-7,-1,3,3,3,nt,-1.9,10
N#CC(=C(O)CN1CCN(c2ccccc2F)CC1)c1nc(-c2ccccc2)cs1,-3,-5,3,5,2,-2,-14,-11,3.3,-7
Cc1nn(CC2CC2)c(=O)n1-c1ccccc1,2,2,-1,nt,-15,0,2,-2,0.6,-1
Cc1csc(NC(=O)CSc2nc(=O)[nH]c3c2CCCC3)n1,1,-14,2,10,-9,-1,-17,-9,nt,-7
CCOC(=O)/C(C#N)=C/N=c1ccc(C)cn1C,0,-3,-5,-1,-11,28,14,4,-1.4,nt
CC(C)Cc1nnc(NC(=O)c2cc3c(s2)CCC3)s1,-7,5,2,6,-25,0,-7,-11,0.2,24
O=C(OC1CCOC1=O)C1CCN(S(=O)(=O)c2ccccc2)CC1 (centres undefined),0,6,1,-1,-12,-3,-1,-53,0.9,0
Cc1ccc(S(=O)(=O)N2CCC(C(=O)NCCCOC(C)C)CC2)cc1,-4,-7,-2,1,-13,-2,4,0,0.2,-2
CS(=O)(=O)N1N=C(c2ccco2)CC1c1ccccc1 (centres undefined),-3,-6,7,-2,-12,3,8,-9,-1.1,5
COC(=O)CN1C(=O)COc2ccc(S(=O)(=O)NCc3ccc(Cl)cc3)cc21,3,-15,5,nt,1,-1,-2,-7,nt,15
CCN1CCN(CC(=O)Nc2cc(S(=O)(=O)N3CCCCC3)ccc2Cl)CC1,1,7,3,4,2,-3,-10,-8,0.2,0
CC(=O)c1nnn(-c2ccc([N+](=O)[O-])cc2)c1C,1,2,3,1,-12,-1,-9,-3,0.8,12
CC1(C)CC2CC(C)(CN2S(=O)(=O)c2ccccc2[N+](=O)[O-])C1 (centres undefined),-4,0,-4,1,-15,-2,10,6,-1.4,3
O=C(Oc1ccc2[nH]cc(CCN3C(=O)c4ccccc4C3=O)c2c1)c1ccco1,-2,-2,-1,38,-3,4,3,8,-0.8,31
O=C(CSc1ccc(-c2ccco2)nn1)N1CCCC1,-1,-4,0,17,-13,-1,6,nt,2.4,18
Cc1cccc(NC(=O)CSc2nnc(CCCCCNC(=O)OC(C)(C)C)o2)c1C,-1,-7,-1,26,-16,nt,5,21,0.3,4
CSCCC1NC(=O)N(CC(=O)Nc2ccc(N3CCCCC3)cc2)C1=O (centres undefined),-3,1,6,9,-13,nt,26,13,0.6,19
O=C(CSc1nnc(CNC(=O)c2ccccc2F)o1)c1ccc(Cl)cc1,-6,-9,-1,nt,-15,-10&-1,11,17,3.5,-8
CCn1c(COc2cccc(OC)c2)nnc1SCC(=O)N1CCOCC1,0,-2,3,2,-15,nt,-30,-2,1.4,-8
Cn1c(SCC(=O)c2cc3ccccc3o2)nnc1-c1ccccc1,1,-1,6,nt,-7,3,-16,nt,1.0,8
COC(=O)c1ccccc1NC=C1C(=O)OC2(CCCCC2)OC1=O,5,-27,4,4,-8,nt,-14,-32,-0.1,-2
COc1ccc2nc(C)cc(SCC(=O)N/N=C/c3ccc(O)cc3O)c2c1,1,?,5,14,-11,-7,7,-8,0.8,-58
CC(=O)N1c2ccc(S(=O)(=O)N3CCCC(C(=O)NCc4ccccc4Cl)C3)cc2CC1C (centres undefined),-3,5,-4,1,-9,2,1,-2,-0.3,-16
O=C(Nc1nc(-c2nc3ccccc3s2)cs1)c1ccc(S(=O)(=O)N2CCOCC2)cc1,-3,33*,2,-1,10,nt,-5,42,7.7,14
Cc1cccc(N2CCN(S(=O)(=O)c3ccc4c(c3)NC(=O)CS4)CC2)c1C,1,-12,12*,-4,1,0,-15,-19,-1.0,-29
O=C(/C=C/c1ccc([N+](=O)[O-])cc1)OCc1cnc(-c2ccccc2)o1,-1,-4,-4,-3,-16,1,9,-2,0.2,-10
Cc1cc(C)c2c(n1)SCC(=O)N2CC(=O)NCCC1=CCCCC1,-4,-5,4,nt,-18,-5,-11,6,0.6,-2
CN(Cc1ccccc1)C(=O)CCNC(=O)Cn1cnc2ccccc2c1=O,0,4,-1,2,-6,nt,4,-1,-0.4,10
CC(O)(CS(=O)(=O)Cc1ccccc1)c1ccccc1Cl (centres undefined),6.9*,-5,0,-4,-9,-2,0,3,0.1,6
O=C(CCC1CCCC1)NNC(=O)c1ccccc1O,-1,2,2,-1,-11,-1,-4,57,-1.4,-7
Cc1ccc(-c2noc(=O)n2CC(=O)Nc2ccc(S(=O)(=O)NC3CC3)cc2)cc1,1,-6,-2,-4,-6,-4,4,1,-3.5,-13
COc1ccc(NC(=S)NC(=O)C2CCC2)cc1,3,-10,-1,4,-4,38*,1,-13,4.1,31
COc1ccc(CCNS(=O)(=O)c2ccc3c(c2)NC(=O)C(C)S3)cc1OC (centres undefined),-4,-9,1,0,3,-2,-17,6,-1.1,-8
COc1ccc(OC)c(CNC(=O)CCSCc2ccc(F)cc2Cl)c1,-1,-10,-2,-1,-10,1,6,1,0.4,8
CCCCOC(=O)c1cccc(NC(=O)CC)c1,7,-4,0,-2,-25,nt,-27,-12,-5.1,16
Cc1ccccc1NC(=O)CN1C(=O)NC2(CCCCC2)C1=O,2,0,5,-2,3,nt,-13,2,-1.3,0
O=C1c2ccsc2SCCN1Cc1ccc(Cl)cc1Cl,2,6,0,-3,10,19,0,-11,1.1,-7
CN(c1ccccc1)S(=O)(=O)c1cccc(C(=O)N2CCN(c3ccccn3)CC2)c1,-2,-4,-3,-2,-8,nt,-3,-15,-0.4,-7
O=c1[nH]c2cc3c(cc2cc1CN(Cc1cccnc1)C(=S)NCc1ccco1)OCO3,1,4,-3,2,4,1,15,-7,-0.9,5
COCCCNC(=O)C1CCN(c2ncccn2)CC1,-1,0,1,3,-10,nt,-4,-14,0.2,nt
C/C(=N\Nc1nc(C)cc(-c2ccccc2)n1)c1ccc(O)cc1,0,-4,-8,1,-15,4,29,54,-7.0,nt
O=C(CSc1ccccc1Cl)N1CCOCC1,-5,-1,2,-3,0,2,-8,-24,-0.8,0
COC(=O)c1ccc(NC(=O)Cn2nc(C)c3ccccc3c2=O)cc1,-2,-1,0,-1,-9,2,0,4,1.1,nt
Cc1cc([N+](=O)[O-])ccc1NC(=O)/C=C/c1cccs1,5,7,7,1,-3,35*,-4,47,0.4,70
CCCCC(C)Sc1nc2c([nH]1)c(=S)n(C)c(=O)n2C (centres undefined),1,-7,3,2,4,3,-13,-6,-1.6,-8
CCC(=O)OCC(=O)Nc1cc([N+](=O)[O-])ccc1OC,-5,6,1,-3,-13,1,30,-4,-0.7,4
COc1ccc(CC(=O)NC(C)CCc2ccccc2)cc1OC (centres undefined),-2,0,-1,0,2,0,2,9,0.3,-18
# (more compounds)
SMILES,V-ATPase pH,dFosB act,HTR5A ag,NSD2 HMT inh,PvdQ inh,Wnt act,HTR5A inv ag,SR-BI DiI inh,CDK5 p35 inh,MITF TRPM1 HTS
COc1cccc(C(=O)NC2CCN(CC(=O)Nc3ccccc3Cl)CC2)c1,4,-8,-3,-3,-4,-1,10,-6,-3.1,-1
N#CC1=C(N)Oc2n[nH]c(-c3cccs3)c2C1C1CCCCC1 (centres undefined),-1,-3,-4,4,8,nt,6,16,2.5,0
Cc1cc(C(=O)NC2CCCc3c2cnn3-c2ccc(C(C)(C)C)cc2)nn1C (centres undefined),-3,-6,-4,0,3,-6,4,-25,1.1,-48
CSc1cccc(N2CC(C(=O)N3CCN(S(=O)(=O)c4ccccc4Cl)CC3)CC2=O)c1 (centres undefined),-1,-1,-1,-3,10,-1,1,31,1.5,-16
Cc1cccc(/C=N/n2c(C)cc(C)c(C#N)c2=O)c1,3,-2,-1,-5,-7,3,3,15,4.1,nt
CC(=O)NC(CC(=O)N1CCCC1)c1ccccc1 (centres undefined),-7,0,5,nt,-12,0,-11,6,-2.2,-3
COc1ccc(S(=O)(=O)NC2CC3CCC2C3)cc1 (centres undefined),0,-3,-4,-1,-2,0,14,0,-0.6,nt
COc1ccc(S(=O)(=O)N2CCN(C(=O)C3CC3)CC2)cc1Br,-3,-2,-6,-2,-8,-2,15,-7,-7.6,4
Cc1[nH]c(=S)[nH]c(=O)c1Cc1c(O)ccc2ccccc12,-1,-16,-3,2,16,0,13,6,0.7,0
CC(=O)CSc1nnc(-c2ccc(S(=O)(=O)N3CCCC3)cc2)n1C,0,-7,-4,-3,0,2,-9,nt,-1.1,-4
COc1ccc(Cn2c(C)ccc2C)cc1,1,-3,3,-1,-5,2,-3,-8,-1.4,-5
COc1ccc(CCNC(=O)CSC2=NS(=O)(=O)c3ccccc3N2)cc1OC,1,-2,0,2,4,-2,9,-7,-0.5,10

# Source: PubChem BioAssay (several laboratories)
